FBA Mtb inh = inhibitors of M. tuberculosis fructose-bisphosphate aldolase; purified M. tuberculosis FBA, fluorescence read-out; AID 588726; inhibition, % at 1 µM; P9WQA3; actives 2.3% (n = 360,000); in the data active means inhibition above about 27%;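 further: 0% = vehicle and 100% = reference inhibitor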
Target sequence (P9WQA3 whole entry, looked up): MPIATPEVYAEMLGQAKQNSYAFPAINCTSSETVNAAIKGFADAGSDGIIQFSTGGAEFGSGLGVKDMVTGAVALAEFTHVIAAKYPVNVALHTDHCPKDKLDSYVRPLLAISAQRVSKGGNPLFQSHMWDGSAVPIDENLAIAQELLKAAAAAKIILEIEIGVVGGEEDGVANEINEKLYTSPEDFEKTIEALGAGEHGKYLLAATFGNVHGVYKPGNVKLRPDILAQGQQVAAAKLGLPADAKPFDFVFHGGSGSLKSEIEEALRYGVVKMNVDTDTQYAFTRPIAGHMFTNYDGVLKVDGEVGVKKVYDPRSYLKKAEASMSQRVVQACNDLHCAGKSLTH
BioA inh = blocks M. tuberculosis BioA enzyme activity; purified M. tuberculosis BioA enzyme, plate reader; inhibition, % at 9.99 µM; actives 0.096% (n = 360,000); AID 602481; in the data active means inhibition above about 40%; inconclusive means no clear call, values can overlap the other calls
BoNT F protease = blocks Botulinum neurotoxin F light chain protease | Multiplex microsphere protease cleavage assay, flow cytometry | actives 0.22% (n = 360,000) | inhibition, % at 10 µM; in the data active means inhibition above about 35%, passing the limit was not always enough; inconclusive means no clear call, values can overlap the other calls; further: plate controls were buffer without enzyme for full effect and enzyme alone for no effect
Mtb UGM inh = inhibitors of M. tuberculosis UDP-galactopyranose mutase; P9WIQ1; purified UGM, fluorescence polarization probe displacement; inhibition, % at 10 µM; actives 0.06% (n = 320,000); in the data active means inhibition above about 10%, passing the limit was not always enough; inconclusive means no clear call, values can overlap the other calls
Target sequence (P9WIQ1 whole entry, looked up): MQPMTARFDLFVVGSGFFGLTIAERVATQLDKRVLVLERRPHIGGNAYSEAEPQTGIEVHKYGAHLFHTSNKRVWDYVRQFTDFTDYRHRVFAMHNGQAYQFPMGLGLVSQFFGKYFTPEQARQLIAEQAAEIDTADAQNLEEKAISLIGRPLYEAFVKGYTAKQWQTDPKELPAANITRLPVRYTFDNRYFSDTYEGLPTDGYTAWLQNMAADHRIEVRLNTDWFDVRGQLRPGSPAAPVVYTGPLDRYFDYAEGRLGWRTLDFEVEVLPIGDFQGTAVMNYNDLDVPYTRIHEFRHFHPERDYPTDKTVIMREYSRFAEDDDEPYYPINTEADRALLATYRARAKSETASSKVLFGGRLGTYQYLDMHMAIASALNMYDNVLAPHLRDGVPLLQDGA
FadD28 FP inh = blocks FadD28 binding to the bisubstrate probe. inhibition, % at 12.5 µM. fluorescence polarization. actives 0.22% (n = 360,000); in the data active means inhibition above about 8.5%, passing the limit was not always enough; inconclusive means no clear call, values can overlap the other calls
GDH-TPI inh = counter-screen for M. tuberculosis FBA inhibitors: GDH-TPI coupled enzymes. inhibition, % at 4.8 µM. AID 588335. actives 1.2% (n = 360,000). GDH-TPI coupled enzyme counterscreen, NADH absorbance;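 further: 0% = DMSO wells and 100% = wells lacking the enzyme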
PrPC TRFRET = cell surface PrPC inhibition, primary TR-FRET screen; inhibition, % at 13.8 µM; P04156; actives 0.43% (n = 370,000); TR-FRET read-out; in the data active means inhibition above about 24%; further: 0% = median of the test wells and 100% = reference compound wells
CCHFV vOTU inh = CCHFV vOTU protease inhibition. Pep-AMC fluorescence. inhibition, % at 11.5 µM. actives 0.55% (n = 370,000). AID 651958; further: 0% = vehicle wells with enzyme and 100% = no enzyme wells
BoNT A protease = inhibitors of Botulinum neurotoxin A light chain protease. multiplex microsphere protease substrate cleavage, flow cytometry. inhibition, % at 10 µM. actives 0.17% (n = 360,000); in the data active means inhibition above about 30%; inconclusive means no clear call, values can overlap the other calls; further: plate controls were buffer without enzyme for full effect and enzyme alone for no effect
Active calls of the source: *; ? = inconclusive; . = no result given. Unless noted, no stated cut-off is given here; in the data, active means inhibition above about 30%; inactive means the rest.

SMILES	FBA Mtb inh	BioA inh	BoNT F protease	Mtb UGM inh	FadD28 FP inh	GDH-TPI inh	PrPC TRFRET	CCHFV vOTU inh	BoNT A protease
CC(=O)NC1=NN(C(C)=O)C(C)(c2cccs2)S1 (configuration not stated)	2	1.3	5	3.5	-4.3	-8	10	-4	-0.7
CS(=O)(=O)c1cnc(-c2ccccc2)nc1-c1ccc(Cl)c(Cl)c1	-5	.	-4	1.0	-1.9	-2	-4	-8	0.1
O=C(Cn1cnc2c(NC(=O)OCc3ccccc3)ncnc21)NCCN1CCOCC1	-1	-0.9	0	1.9	-1.9	-3	-3	-1	-0.2
CCCOc1ccc2[nH]cc(C(=O)O)c(=O)c2c1	-3	-9.6	6	-1.2	1.2	12	0	-2	0.3
Cc1ccc(NC(=O)CCl)cc1S(=O)(=O)N1CCCCCC1	-3	.	-2	-1.7	-3.5	-4	0	2	-0.6
Cc1cc(Nc2ccc(N3CCC(C)CC3)cc2)n2ncnc2n1	-1	1.0	-13	-2.2	0.4	13	-1	-4	-0.5
NC(=O)c1ccc(-n2nnnc2SCC(=O)Nc2ccc(F)cc2)cc1	2	0.4	-17	0.7	-1.8	13	4	-7	-3.3
N#C/C(C(=O)NCc1ccccc1)=C1/SC(Cc2ccc(Cl)cc2)C(=O)N1c1ccccc1 (configuration not stated)	0	6.6	1	0.7	-3.5	-4	-5	-8	0.1
CC1CCc2c(sc3ncn(CC(=O)N4CCCCC4)c(=O)c23)C1 (configuration not stated)	1	-0.4	-1	-1.7	-2.4	-3	5	7	-0.4
CCN(CC)S(=O)(=O)c1cccc(-c2nnc(SCC(=O)NC3CCCCCC3)n2N)c1	-2	-1.5	2	-0.6	-1.9	-2	14	8	1.7
CC1(C(=O)NCC2CC2)CCN1C(=O)C1(c2ccccc2)CC1 (configuration not stated)	2	-0.7	6	.	-3.1	-4	7	7	0.2
O=C(Nc1cccc(Cl)c1)N1CCN2C(=O)c3ccccc3C12c1ccccc1 (configuration not stated)	2	4.5	-9	-1.8	-7.9	0	10	9	-0.2
Cc1ccc(NC(=O)C2CC(=O)N(c3ccc4c(c3)OCCO4)C2)cc1S(=O)(=O)N(C)C (configuration not stated)	0	1.4	1	2.0	-2.0	-1	-8	14	-2.3
CCCN(CCC)C(=S)NC(=O)c1ccc(-c2ccccc2)cc1	3	-0.8	-2	1.6	-2.3	12	3	-1	0.9
CCC(=C(c1ccccc1)c1ccc(OCCN(C)C)cc1)c1ccccc1	-2	0.9	-5	.	-4.4	-1	11	8	-0.3
Cc1ccc(NC(=O)c2ccc(OC(=O)c3ccco3)cc2)cc1	0	-1.3	5	-0.5	-0.4	7	-5	-5	-1.0
Cc1sc2nc[nH]c(=O)c2c1-c1ccc(Cl)cc1	-1	-0.7	-4	-1.3	-1.0	-4	6	-9	3.6
O/N=C1/CCc2nonc2/C1=N/O	-1	-1.9	-3	2.2	-2.8	-4	2	-4	0.0
CCOC(=O)CSc1nc2ccccc2c(=O)[nH]1	5	0.5	-4	0.9	1.4	7	5	-5	-0.6
CN(C)C(=O)c1nc2ccc(Cl)cn2c1CN1CCCC(OCc2ccccc2)C1 (configuration not stated)	-2	23	-1	3.1	-3.6	1	5	13	0.4
COCc1cc(C)nc(OCC(=O)N/N=C/c2ccc(-c3cc([N+](=O)[O-])ccc3C)o2)c1C#N	3	0.1	-11	0.8	2.0	27	-8	4	0.1
CC(=O)c1nc2ccccc2n1Cc1ccccc1	-3	1.4	-1	3.8	-2.9	1	4	2	-1.3
Brc1ccc(OCCOc2cccc3cccnc23)cc1	2	.	1	0.0	1.2	13	-2	-3	0.3
O=C(C[C@@H]1C/C=C/CC[C@@H](Cc2ccc(F)cc2)C(=O)O[C@H](c2ccccc2)CNC1=O)NCCO	-1	-1.8	0	4.2	0.2	12	-11	-7	-0.3
CCCN1C2CCCC1CC(NC(=O)NC13CC4CC(CC(C4)C1)C3)C2 (configuration not stated)	0	-0.7	?	-0.3	-0.6	9	-10	-7	4.2
Going on with the list:
SMILES	FBA Mtb inh	BioA inh	BoNT F protease	Mtb UGM inh	FadD28 FP inh	GDH-TPI inh	PrPC TRFRET	CCHFV vOTU inh	BoNT A protease
CCc1ccc(N(C(C)=O)c2nc(CCl)cs2)cc1	-2	.	-2	1.5	-1.0	-1	4	-2	-0.8
Cc1cc(C)nc(SCc2nnc(SCC(=O)N3CCCc4ccccc43)o2)n1	-1	0.0	-19	-3.0	-2.9	8	1	18	-2.8
O=C(Nc1ccc(-n2cnnn2)cc1)c1cn2ccccc2n1	-4	-5.6	0	0.6	-0.1	6	.	.	-1.5
CCNc1nc(Cl)nc(NCCOc2ccc(C)cc2)n1	5	4.2	-8	-1.9	1.3	9	0	1	-2.0
O=C(CCN1CCCCC1)NCC(=O)Nc1ccc(Br)cc1C(=O)c1ccccc1	0	.	-2	-0.1	-2.8	2	0	0	-1.3
CCOC(=O)c1sc(=NC(=O)c2ccc(F)cc2)n(C)c1C	-3	-1.6	-7	-0.4	-0.2	-2	5	10	1.7
COc1ccc(NC(=O)COc2ccc(C(=O)OCC(=O)N(C)C3CCS(=O)(=O)C3)cc2OC)cc1 (configuration not stated)	23	.	-3	-1.4	-2.4	1	2	-9	-1.4
O=C(NCc1ccncc1)C(=O)NC1CC1	2	.	-3	-0.7	-2.6	1	-5	-16	-0.3
CCOc1cc(CN2CCC(N3CCC(C(=O)NC4CC4)CC3)CC2)ccc1O	-6	-1.4	-1	.	-2.2	4	-5	-10	0.3
N#C/C(=C\c1ccc(O)c(O)c1)C(=O)NCc1ccccc1	-9	2.2	-6	.	2.7	3	-2	6	-0.3
COc1ccc(-c2cc(C(=O)NCc3ccc(C(F)(F)F)cc3)[nH]n2)c(C)c1	-3	0.5	-1	.	-0.8	-4	8	28	0.2
O=c1ccn([C@@H]2O[C@H](CNCc3c(OCc4ccccc4F)ccc4ccccc34)[C@@H](O)[C@H]2O)c(=O)[nH]1	1	-1.0	-15	.	-0.9	.	-1	-6	-0.3
CCCCn1nnnc1C1(C)CCC(=O)N1Cc1ccc(C)cc1 (configuration not stated)	.	.	7	.	.	.	-2	-4	0.0
COC(=O)c1ccccc1NC(=O)CSc1nc(O)cc(=O)n1C1CCCC1	7	-0.2	-9	-2.3	-2.1	6	3	6	-0.8
C/C(=N\NC(=O)c1cccc(O)c1)c1ccc(NC(=O)Cc2ccccc2)cc1	3	-0.3	-3	4.6	-0.3	14	4	-7	-0.4
O=C(O)CCNC(=O)/C(=C\C=C\c1ccccc1)NC(=O)c1ccccc1	5	0.2	4	.	0.6	53*	-9	29	0.4
COc1ccc(NC(=O)CN2C(=O)COc3ccc(S(=O)(=O)N4CCCCC4)cc32)c(OC)c1	-2	-0.6	4	0.3	0.3	5	6	-2	0.1
CCOc1nc(-c2ccccc2)c2cc(Br)ccc2n1	1	-1.0	-46	-0.2	-3.5	-5	4	-9	-2.1
Cc1ncsc1C(=O)N1CCCC(C(=O)c2ccc3ccccc3c2)C1 (configuration not stated)	11	3.2	-1	3.7	-1.8	7	-8	4	-0.4
Nn1c(-c2cccc([N+](=O)[O-])c2)nc2ccccc2c1=O	3	.	10	1.2	-2.7	9	-3	-13	4.2
Cc1cccc(-c2noc(-c3csc([C@@H]4C[C@H](O)[C@@H](CO)O4)n3)n2)c1	-3	0.0	-2	.	-2.9	-4	-4	-4	0.5
Cc1ccc(S(=O)(=O)NCCC(=O)OCC(=O)Nc2cccc(S(=O)(=O)NC3=NCCCCC3)c2)cc1	1	-1.7	-4	-0.6	-0.3	-5	-4	4	-0.3
COc1ccc(S(=O)(=O)N2CCN(CC(=O)NC(C)c3cccs3)CC2)cc1 (configuration not stated)	-1	-0.4	-5	.	0.0	9	-3	-6	-0.7
CC(C)CN(C(=O)CN(C)C(=O)c1ccco1)c1c(N)n(CC(C)C)c(=O)[nH]c1=O	0	.	5	0.8	-1.0	2	3	2	2.7
Cc1onc(-c2ccccc2Cl)c1C(=O)Nc1cccc(-c2cn3cccnc3n2)c1	128*	3.2	4	-0.2	-9.6	31*	.	.	-0.1
Next structures follow:
SMILES	FBA Mtb inh	BioA inh	BoNT F protease	Mtb UGM inh	FadD28 FP inh	GDH-TPI inh	PrPC TRFRET	CCHFV vOTU inh	BoNT A protease
CN(C(=O)CSc1nnc2ccccn12)C1CCS(=O)(=O)C1 (configuration not stated)	7	11	-9	1.2	-0.3	4	1	11	-0.3
CCOC(=O)c1cc(-c2nnc(SCC(=O)Nc3ccc(F)cc3)o2)c(C)nc1C	0	.	-6	0.1	-1.7	2	-4	3	0.1
CC(OC(=O)CCN=C1NS(=O)(=O)c2ccccc21)C(=O)Nc1ccc(S(N)(=O)=O)cc1 (configuration not stated)	0	1.7	-3	0.8	-1.9	0	2	5	0.1
Cc1c(O)ccc(C(=O)CN2CCN(Cc3ccc4c(c3)OCO4)CC2)c1O	2	-1.0	-6	1.4	-1.6	23	3	22	0.0
CCCCn1c(N)c(N(CC(C)C)C(=O)c2cc(S(=O)(=O)N3CCOCC3)ccc2Cl)c(=O)[nH]c1=O	1	.	-1	-2.6	-1.4	5	-6	10	0.2
CC(C)c1ccc(C(=O)Nc2ccc(S(=O)(=O)NC3=NCCCCC3)cc2)cc1	0	0.0	-7	.	-3.9	-12	-2	5	-0.4
N#CCCCc1cc2cc(F)ccc2cn1	-2	-0.8	-14	0.0	-1.9	-1	1	-2	-0.2
COc1ccc(NCC(=O)Nc2cccc(C(F)(F)F)c2)cc1S(=O)(=O)N1CCOCC1	5	-4.1	1	1.6	-0.6	12	2	-4	-0.2
COc1ccc(CNCC(O)COc2cccc3c2OC(C)(C)C3)cc1 (configuration not stated)	-2	-4.0	-7	-1.1	0.4	-4	10	3	0.5
COc1nc(NCCc2ccc(OC)c(OC)c2)nc(NC(C)(C)CO)n1	-1	.	4	1.0	-3.3	-4	-3	-8	-0.5
Cc1nn(CC(=O)NC2CC2)c(C)c1S(=O)(=O)NC(C)(C)C	-3	-1.8	-10	0.4	0.7	7	5	-12	-0.8

One compound at a time, as listed above. Screens in order: FBA Mtb inh	BioA inh	BoNT F protease	Mtb UGM inh	FadD28 FP inh	GDH-TPI inh	PrPC TRFRET	CCHFV vOTU inh	BoNT A protease
`CN(C(=O)CSc1nnc2ccccn12)C1CCS(=O)(=O)C1` (configuration not stated) reads 7	11	-9	1.2	-0.3	4	1	11	-0.3
`Cc1nn(CC(=O)NC2CC2)c(C)c1S(=O)(=O)NC(C)(C)C` reads -3	-1.8	-10	0.4	0.7	7	5	-12	-0.8

Grouped by structure, the compounds so far containing two or more sulfur atoms.
SMILES	FBA Mtb inh	BioA inh	BoNT F protease	Mtb UGM inh	FadD28 FP inh	GDH-TPI inh	PrPC TRFRET	CCHFV vOTU inh	BoNT A protease
CC(=O)NC1=NN(C(C)=O)C(C)(c2cccs2)S1 (configuration not stated)	2	1.3	5	3.5	-4.3	-8	10	-4	-0.7
CCN(CC)S(=O)(=O)c1cccc(-c2nnc(SCC(=O)NC3CCCCCC3)n2N)c1	-2	-1.5	2	-0.6	-1.9	-2	14	8	1.7
Cc1cc(C)nc(SCc2nnc(SCC(=O)N3CCCc4ccccc43)o2)n1	-1	0.0	-19	-3.0	-2.9	8	1	18	-2.8
Cc1ccc(S(=O)(=O)NCCC(=O)OCC(=O)Nc2cccc(S(=O)(=O)NC3=NCCCCC3)c2)cc1	1	-1.7	-4	-0.6	-0.3	-5	-4	4	-0.3
COc1ccc(S(=O)(=O)N2CCN(CC(=O)NC(C)c3cccs3)CC2)cc1 (configuration not stated)	-1	-0.4	-5	.	0.0	9	-3	-6	-0.7
CN(C(=O)CSc1nnc2ccccn12)C1CCS(=O)(=O)C1 (configuration not stated)	7	11	-9	1.2	-0.3	4	1	11	-0.3
CC(OC(=O)CCN=C1NS(=O)(=O)c2ccccc21)C(=O)Nc1ccc(S(N)(=O)=O)cc1 (configuration not stated)	0	1.7	-3	0.8	-1.9	0	2	5	0.1

Assay outcomes: PubChem BioAssay, several laboratories
